# N370S GC mod – qHTS Assay for Inhibitors and Activators of N370S glucocerebrosidase as a Potential Chaperone Treatment of Gaucher Disease; Lysosomal acid glucosylceramidase (Homo sapiens), P04062; N370S GC spleen homogenate, 4MU-glucoside fluorescence; Potency, µM (titrated, usually from 59.4 µM), without a hit: at the top dose activity change, negative = inhibition, usual class: inhibitors; 330,000 tested, 0.092% active; AID 2101, 2009;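 note: 0% = full enzyme activity and -100% = no enzyme basal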
# KAT2A inh – qHTS Assay for Inhibitors of GCN5L2; GCN5L2 HAT assay, ThioGlo1 CoA-SH fluorescence; 390,000 tested, 0.21% active; Histone acetyltransferase KAT2A (Homo sapiens), Q92830; Potency, µM (doses to about 58.9 µM), for the others: top-dose activity change, negative = inhibition, actives largely listed as inhibitors
# Target sequence (Q92830 whole entry, looked up): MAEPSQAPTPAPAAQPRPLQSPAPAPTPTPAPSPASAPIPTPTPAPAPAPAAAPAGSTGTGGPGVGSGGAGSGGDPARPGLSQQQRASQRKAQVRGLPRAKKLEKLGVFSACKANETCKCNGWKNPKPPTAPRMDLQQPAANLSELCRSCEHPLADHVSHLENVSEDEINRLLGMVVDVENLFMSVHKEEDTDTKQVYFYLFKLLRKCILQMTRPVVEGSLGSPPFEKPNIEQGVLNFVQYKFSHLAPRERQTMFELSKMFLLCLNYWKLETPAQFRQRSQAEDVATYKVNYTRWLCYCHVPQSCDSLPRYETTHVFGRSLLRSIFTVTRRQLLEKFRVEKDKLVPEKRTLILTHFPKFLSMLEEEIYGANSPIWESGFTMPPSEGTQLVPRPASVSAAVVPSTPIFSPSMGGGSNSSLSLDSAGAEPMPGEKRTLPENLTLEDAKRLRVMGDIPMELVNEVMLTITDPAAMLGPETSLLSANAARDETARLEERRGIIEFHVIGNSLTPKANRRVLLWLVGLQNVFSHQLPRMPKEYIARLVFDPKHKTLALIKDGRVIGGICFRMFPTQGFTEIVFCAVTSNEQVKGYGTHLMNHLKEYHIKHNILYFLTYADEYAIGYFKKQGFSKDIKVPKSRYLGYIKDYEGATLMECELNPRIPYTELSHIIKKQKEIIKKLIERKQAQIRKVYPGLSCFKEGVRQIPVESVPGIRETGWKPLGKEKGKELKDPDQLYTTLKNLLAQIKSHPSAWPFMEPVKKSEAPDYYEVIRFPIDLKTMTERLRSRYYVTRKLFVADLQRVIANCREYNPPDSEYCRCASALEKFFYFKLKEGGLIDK
#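 Preincubate 20nM GCN5L2 with compound 15 min, RT → add 50uM ThioGlo1 + 75uM H3(1-25) + 70uM acetyl-CoA → read fluorescence 0 and 20 min. Primary qHTS; fluorescent artifacts likely.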
# FEN1 inhibitor – qHTS Assay for the Inhibitors of Human Flap endonuclease 1 (FEN1). 390,000 tested, 0.35% active. P39748. Recombinant FEN1 flap cleavage, fluorescence, 15 min. Potency, µM (doses to about 114 µM), without a hit: at the top dose activity change, negative = inhibition, actives largely listed as inhibitors; note: nearly all actives have a fitted effect of over 65% in size
#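 With each library titrated from low to high concentration, compounds met 10 nM FEN1 for 15 min at room temperature before 50 nM substrate was added; readings at 0 and 15 min fed four-parameter Hill curve fits.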
# * hit, by the source's call; u = inconclusive; x = no result given; & = joins results of further samples. Calls come from the whole dose curve; as a rule, active = well fitted curve in the direction sought with a large enough effect; inconclusive = small, poorly fitted or top-dose-only effect, or another doubt; inactive = no such curve, though single readings can be large; an effect the other way counts as inactive or inconclusive. Unless noted, % is set by controls: 0 for no effect and ±100 for the full control effect; potency is the fitted concentration of half-maximal effect.
# Fields: FEN1 inhibitor, N370S GC mod, KAT2A inh
> CC(C)Sc1nc(SCC(=O)O)c2c3c(sc2n1)COC(C)(C)C3
→ -6%, 9%, -11%
> CC(C)C(C(=O)NCc1ccccc1)N(CC1CCCO1)C(=O)CNS(=O)(=O)c1ccccc1 (stereo not given)
→ 14%, -4%, -8%
> O=C(CSc1nnc(-c2ccco2)n1-c1ccccc1)Nc1c(Cl)cc(Cl)cc1C(=O)O
→ 5%, x, -2%
> COC(=O)c1sc(N)c(C(=O)OC)c1COC(=O)CNS(=O)(=O)c1ccc(C)cc1
→ -8%, 8%, 1%
> O=C(NNC(=O)C1CC1c1ccccc1)Nc1cccc(Cl)c1 (stereo not given)
→ -8%, 9%, 3%
> N#CC(C(=O)NC1CCCCC1)c1nc2ccccc2nc1N1CCN(c2ccccc2F)CC1 (stereo not given)
→ -22%, -7%, -1%
> Cc1ccc(N(Cc2cccs2)C(=O)c2ccc(Br)o2)cc1
→ -18%, x, -15%
> CCCCc1nnc(NC(=O)CCN2C(=O)C3CC=CCC3C2=O)s1 (stereo not given)
→ 4%, x, 1%
> O=C1Nc2ccccc2C(O)(C(=O)NC2CC2)N1c1ccc(Cl)c(Cl)c1 (stereo not given)
→ 4%, 10%, -2%
> Cc1ccc(CNC(=O)c2ccc3c(O)c(S(=O)(=O)c4ccccc4)c(=O)[nH]c3c2)cc1
→ 17%, x, -10%
> COC(=O)c1cc(C)sc1NC(=O)c1ccco1
→ -3%, -2%, -31%
> C=CCC(=O)N1CCCC(C(=O)c2ccc(Cl)cc2)C1 (stereo not given)
→ -8%, -4%, 2%
> CCOC(=O)C1CCN(c2ncnc3c2nnn3C)CC1
→ 19%, x, -16%
> Cc1ccc(Nc2cc(C)nc3ncnn23)c(Cl)c1
→ -15%, 2%, -1%
> O=C(CCSCc1cnn(-c2ccccc2)c1-n1cccc1)NCc1ccccc1F
→ -1%, x, -8%

# In a second layout: results already given
FEN1 inhibitor | N370S GC mod | KAT2A inh | Structure
4% | 10% | -2% | O=C1Nc2ccccc2C(O)(C(=O)NC2CC2)N1c1ccc(Cl)c(Cl)c1 (stereo not given)
-8% | 9% | 3% | O=C(NNC(=O)C1CC1c1ccccc1)Nc1cccc(Cl)c1 (stereo not given)
14% | -4% | -8% | CC(C)C(C(=O)NCc1ccccc1)N(CC1CCCO1)C(=O)CNS(=O)(=O)c1ccccc1 (stereo not given)
5% | x | -2% | O=C(CSc1nnc(-c2ccco2)n1-c1ccccc1)Nc1c(Cl)cc(Cl)cc1C(=O)O
-22% | -7% | -1% | N#CC(C(=O)NC1CCCCC1)c1nc2ccccc2nc1N1CCN(c2ccccc2F)CC1 (stereo not given)
4% | x | 1% | CCCCc1nnc(NC(=O)CCN2C(=O)C3CC=CCC3C2=O)s1 (stereo not given)
-3% | -2% | -31% | COC(=O)c1cc(C)sc1NC(=O)c1ccco1

# The results go on.
# Fields: FEN1 inhibitor, N370S GC mod, KAT2A inh
> CCOC(=O)c1cnc(SCC(=O)N2CCOCC2)nc1N
→ 2%, 2%, 1%
> COc1cccc(-c2nc3c(c(SCc4ccccc4Cl)n2)Cc2c(CO)cnc(C)c2O3)c1
→ 8%, x, 3%
> CC(C)c1ccc(C(=O)NC(=S)NCc2cccnc2)cc1
→ 1%, 2%, -1%
> Cc1cc(C)n2nc(C(=O)NC3CCCc4ccccc43)nc2n1 (stereo not given)
→ 8%, 0%, -2%
> CCOc1cc(CC(=O)N[C@@H](CC(C)C)c2ccccc2N2CCCCC2)ccc1C(=O)O
→ -5%, 4%, u
> COc1ccc2c(c1)NC(=O)CC(c1ccccc1)=N2
→ 5%, 1%, -1%
> Cc1cc(C)c2c(c1)-c1cc(C)nn1C(c1ccc3c(c1)OCO3)N2 (stereo not given)
→ 12%, u, -11%
> CC(C)=CCN1CCN(Cc2cccnc2)CC1CCO (stereo not given)
→ 15%, 0%, 0%
> COc1ccc(CNC(=O)C(=O)NCC(c2cccs2)S(=O)(=O)c2ccc(F)cc2)cc1 (stereo not given)
→ 5%, x, 0%
> CCOCCCn1c(=N)c(C(=O)NC2CCCC2)cc2c(=O)n3cccc(C)c3nc21
→ 0%, x, 0%
> COC(=O)N1CCC2(CCCN(Cc3ccc(C#N)cc3)C2)CC1
→ x, 2%, -10%
> COC(=O)c1cccc(C23CC4(C2)[C@H](CN(Cc2ccc(-c5ccccc5)cc2)[C@@H]4c2ccccc2)C3c2ccc(Cl)nc2)c1 (stereo not given in full)
→ 18%, -7%&-8%, -13%
> C/C(=N\NC(=O)CSc1nc(C)cc(C)n1)c1cccc([N+](=O)[O-])c1
→ -4%, 7%, -7%
> Cc1ccc(-c2ccc(SCC(=O)Nc3nonc3C)nn2)cc1
→ -4%, 5%, 1%
> Cc1ccc(NCc2cccn2-c2nnc(N3CCC(C(=O)NCc4ccc(F)cc4)CC3)s2)cc1
→ -16%, x, -7%
> O=C(Cc1ncc(C(F)(F)F)cc1Cl)NCCc1ccccc1
→ 11%, 0%, -6%
> CCn1c(CCNC(=O)c2ccc(OC)cc2)nnc1SCc1ccc(Cl)cc1Cl
→ 6%, 0%, 0%
> CC(=O)c1ccc(NS(=O)(=O)c2ccc(-n3cccn3)cc2)cc1
→ 14%, x, 3%
> O=C(O)CC1=C(Nc2ccccc2)C(=O)N(c2ccccc2)C1c1ccc(Br)cc1 (stereo not given)
→ 1%, 0%, -1%
> CCCCN=C1C([N+](=O)[O-])=CC=C2C1=NC1(CCCCC1)N2O
→ -3%, 15%, -6%
> CCOC(=O)C1CCCN(c2c(N3CCC(N4CCCCC4)CC3)c(=O)c2=O)C1 (stereo not given)
→ 0%, 4%, 0%
> O=C(CNC(=O)Cc1ccc(Cl)cc1)NCc1ccco1
→ 4%, 1%, -11%
> CC(=O)Nc1cc(-n2cnnn2)ccc1C
→ 7%, 2%, 3%
> CC1CC(=S)Nc2ccccc2S1 (stereo not given)
→ 1%, 4%, 0%
> CCc1cccc(C)c1NS(=O)(=O)c1ccc2c(c1)NC(=O)C(C)C(=O)N2 (stereo not given)
→ -2%, x, 0%
> O=C(Nc1ccc(S(=O)(=O)N2CCCCC2c2cccnc2)cc1)c1ccc(F)cc1 (stereo not given)
→ 0%, x, 2%
> CN(C)S(=O)(=O)N1CCC(Oc2cccc(C(=O)NCCCC3CCCC3)c2)CC1
→ 22%, u, -6%
> O=C1C=C(Nc2ccccc2C(=O)O)c2ccccc2C1=O
→ u, 4%, -5%
> Cc1ccc(NC(=O)Nc2ccc3c(c2)OCO3)nc1
→ 15%, 29%, -1%
> CCS(=O)(=O)c1ccc2oc(SCC(=O)NC34CC5CC(CC(C5)C3)C4)nc2c1
→ -17%, 10%, 0%
> Cc1cccc(C(C)(C)C)c1OCCOCCN1CCCC1
→ 0%, -1%, -2%
> O=C(CCNc1ccccc1)c1ccc2c(c1)OCO2
→ -7%, 5%, -3%
> C/C(=N\NC(=O)c1ccc(N2CCCC2=O)cc1)c1ccccc1
→ 2%, -19%, 1%
> COc1ccc(N(CC(=O)NCCc2ccccc2)C(=O)c2csnn2)cc1OC
→ 0%, 0%, 0%
> C/C=C(/C)C(=O)Nc1cccc(C2=NOC3(C2)C[C@@H](C(N)=O)N(C(=O)CC(c2ccccc2)c2ccccc2)C3)c1 (stereo not given in full)
→ 2%, 3%, -8%
> Cc1nc2ncccn2c1-c1csc(NCc2ccco2)n1
→ -4%, 7%, -3%
> CCn1nnc2cc(C(=O)Nc3ccc(Br)cc3F)ccc21
→ 18%, x, -14%
> CCCn1c(SCC(=O)N(CC)CC)nnc1-c1ccncc1
→ 3%, 7%, -6%
> CCOc1c2ccc(C(=O)NCCCCc3ccccc3)cc2nn1C
→ -9%, 11%, 30%
> O=C(CSc1nc(-c2ccco2)cc(C(F)(F)F)n1)Nc1cccnc1
→ 10%, -5%, -8%
> Cc1ccc(NC(=S)NCc2ccc(F)cc2)c(C)c1
→ -1%, 3%, -13%
> CN1CCC(=NNC(=O)COc2ccc(Cl)cc2)CC1
→ 13%, 2%, -10%
> O=S(=O)(c1ccc(Cl)c(Cl)c1)N1CCc2nc3ccccc3n2CC1
→ -2%, -1%, 2%
> CCSc1nc2ccccc2n1CC(=O)O
→ 1%, -26%, -4%
> O=C(COC(=O)C1CC1)NCc1ccccc1Cl
→ 6%, 3%, -4%

# Next part; it opens with the 3 that closed the last part.
# Fields: FEN1 inhibitor, N370S GC mod, KAT2A inh
> O=S(=O)(c1ccc(Cl)c(Cl)c1)N1CCc2nc3ccccc3n2CC1
→ -2%, -1%, 2%
> CCSc1nc2ccccc2n1CC(=O)O
→ 1%, -26%, -4%
> O=C(COC(=O)C1CC1)NCc1ccccc1Cl
→ 6%, 3%, -4%
> Fc1ccc(-c2cn3cc(C(F)(F)F)cc(Cl)c3n2)cc1
→ -7%, 6%, 29%
> Cc1ccc(S(=O)(=O)NC(CC(=O)N2CCc3ccccc32)c2ccco2)cc1 (stereo not given)
→ 8%, -10%, -11%
> O=C(NN1C(=O)NC2(CCCCC2)C1=O)c1cccs1
→ 5%, x, 0%
> C=CCOC(=O)C1=C(C)Nc2[nH]c(=O)[nH]c(=O)c2C1c1cccc(OC)c1 (stereo not given)
→ x, -11%, -1%
> Cc1ccc(N2CCN(S(=O)(=O)c3cccs3)CC2C)cc1 (stereo not given)
→ -18%, -16%, -4%
> CCOCCOC(=O)C1=C(C)NC(=O)NC1c1ccc2c(c1)OCO2 (stereo not given)
→ -17%, -11%, 2%
> COc1ccc(OC)c2c1sc(=NC(=O)c1ccco1)n2C
→ -23%, 14%, -12%
> O=C1c2ccccc2C(=O)N1CCCc1nc(-c2ccccc2)no1
→ 6%, 8%, -3%
> Cc1nc2cc(-c3ccccc3)sc2c(=O)n1N
→ -17%, -2%, -2%
> COCCCNc1oc(/C=C/c2ccccc2)nc1C#N
→ -2%, u, u
> O=C1NCCN1Cc1ccc(F)cc1
→ 6%, -10%, -3%
> CC1(C)SC[C@H](C(=O)Nc2cccc(Cl)c2)N1C=O
→ 2%, -3%, -1%
> CCOc1ccc(NS(=O)(=O)c2ccc3[nH]c(=O)[nH]c3c2)cc1
→ -2%, 0%, 8%
> Oc1ccc(N2Cc3ccccc3C2)cc1
→ -5%, -12%, -20%
> CCc1nnc(SCC(=O)Nc2ccc(NC(C)=O)cc2)n1-n1cccc1
→ -6%, 0%, 4%

# One compound at a time, from the list above. Order of values: FEN1 inhibitor | N370S GC mod | KAT2A inh
# Cc1nc2cc(-c3ccccc3)sc2c(=O)n1N as listed: -17% | -2% | -2%
# O=C1NCCN1Cc1ccc(F)cc1 as listed: 6% | -10% | -3%
# COc1ccc(OC)c2c1sc(=NC(=O)c1ccco1)n2C as listed: -23% | 14% | -12%

# The results go on:
# Fields: FEN1 inhibitor, N370S GC mod, KAT2A inh
> O=C(NCc1ccc2c(c1)OCO2)c1ccc(S(=O)(=O)NCC2CCCO2)cc1 (stereo not given)
→ -2%, -2%, 0%
> COc1ccc2[nH]cc(CCNC(=O)Nc3cc(C)cc(C)c3)c2c1
→ -2%, x, -1%
> C[C@@H]1[C@H](O)[C@@H](C)/C=C/C=C/C=C/C=C/C=C/C=C/C=C/[C@H](O[C@@H]2O[C@H](C)[C@@H](O)[C@H](N)[C@@H]2O)C[C@@H]2O[C@](O)(C[C@@H](O)C[C@@H](O)[C@H](O)CC[C@@H](O)C[C@@H](O)CC(=O)O[C@H]1C)C[C@H](O)[C@H]2C(=O)O
→ x, -21%, 8%
> CCOc1ccc(-c2cc(NC(=O)c3ccc(C)cc3)c(C(=O)OC)s2)cc1
→ 4%, x, 3%
> COc1ccccc1N1CC(C(=O)OC(C)C(=O)N2CCCc3ccccc32)CC1=O (stereo not given)
→ 5%, 3%, -3%
> CCS(=O)(=O)NCCc1ccc(OC)c(OC)c1
→ 5%, 22%, -12%
> COc1ccc(OC)c2sc(N(Cc3cccnc3)C(C)=O)nc12
→ 11%, x, 2%
> CC1CCN(Cc2c(C(=O)N/N=C/c3ccccc3O)nnn2-c2nonc2N)CC1
→ 0%, -10%, 3%
> Cn1cc(C(=O)NC2CCCCCC2)c(=O)c2cc(S(=O)(=O)N3CCCC3)ccc21
→ -3%, 8%, -4%
> CC1Cc2ccccc2N1S(=O)(=O)c1cnc(Cl)c(Br)c1 (stereo not given)
→ -18%, 9%, 2%
> CCOC(=O)c1c(NC(=O)COC(=O)CCOc2ccc(OCC)cc2)sc(C(=O)N(C)C)c1C
→ -22%, -7%, -5%
> CCOC(=O)C1CCN(C(=O)CCN2C(=O)C3C4C=CC(C4)C3C2=O)CC1 (stereo not given)
→ -3%, 0%, 1%
> CCCCOC(=O)Nc1ccc(OC)cc1S(=O)(=O)N1CCOCC1
→ -3%, -8%, -1%
> O=C1CC(c2ccc(O)cc2)Oc2ccccc21 (stereo not given)
→ -9%, u, -8%&-11%
> COc1cc(CN(C(=O)COc2ccccc2)c2ccccn2)cc(OC)c1OC
→ 1%, x, -12%

# Screens: PubChem, National Center for Advancing Translational Sciences (NCATS)

# Some of the compounds tested; rates above refer to the full screens.
